From PubChem
Hsp90 Hop PPI: changes Hsp90-Hop TPR2A binding signal, up or down; hit rate 0.44% among 71,000; Potency, µM (doses to about 57 µM), inactives show top-dose activity change, negative = inhibition; AID 595; AlphaScreen TPR2A-His6 binding biotin-Hsp90 C-terminal peptide; active means well fitted curve in either direction with a large enough effect; inconclusive means small, poorly fitted or top-dose-only effect, or another doubt; further: potency means the concentration at half of the fitted maximal effect; on the % scale 0 is the no-effect control and ±100 the full control effect; many of its hits are not listed in these tables
BRCT inh green: BRCA1 BRCT-phosphoprotein interaction inhibition; Potency, µM (doses to about 76.9 µM), without a hit: top-dose activity change, negative = inhibition, usual class: inhibitors; BRCA1 BRCT-phosphopeptide binding, green fluorescence polarization; hit rate 0.05% among 75,000; P38398;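 further: potency means the concentration at half of the fitted maximal effect; plate controls were peptide without protein for full effect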
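Compounds were incubated for 12 min at room temperature with a complex of 100 nM fluorescein-tagged pBACH1 decapeptide and 250 nM His-tagged BRCT protein. Buffer was phosphate pH 7.3 with EDTA, DTT and Tween 20. Disruption of binding lowers the polarization signal.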
15-hLO inh: 15-hLO (ALOX15) enzyme inhibition | P16050 | purified 15hLO-1, xylenol orange hydroperoxide absorbance | AID 887 | hit rate 1.4% among 74,000 | Potency, µM (titrated, usually from 57.1 µM), for the others: at the highest dose activity change, negative = inhibition, actives largely listed as inhibitors; further: potency means the concentration at half of the fitted maximal effect; on the % scale 0 is the no-effect control and ±100 the full control effect; nearly all actives have a fitted effect of over 55% in size
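40 nM 15hLO-1 + cpd, 15 min RT; start w/ 50 uM AA (final), 6 min RT; stop/detect w/ 200 uM XO + 300 uM Fe(II) in 50 mM H2SO4, 30 min; A573/A405. Buffer 25 mM Hepes pH 7.5, 0.01% Triton X-100. No-enzyme wells as negative control.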
BRCT PPI red: inhibitors of human BRCA1 BRCT-phosphoprotein interaction (red fluorophore). P38398. BRCT-phosphopeptide binding, red fluorescence polarization. Potency, µM (series often up to 76.9 µM), without a hit: at the top dose activity change, negative = inhibition, most hits filed as inhibitors. hit rate 0.03% among 75,000; further: on the % scale 0 is the no-effect control and ±100 the full control effect
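Rhodamine-labelled pBACH1 10-mer (100 nM) bound to BRCT domain (100 nM) at pH 7.3; compounds incubated 12 min room temperature, polarization read. Free peptide defines full inhibition; unlabelled decapeptide titrated as control.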
HADH2 inh: inhibitors of human HADH2 dehydrogenase | AID 886 | recombinant HADH2, NADH fluorescence, beta-hydroxybutyryl-CoA | hit rate 3.4% among 73,000 | Potency, µM (series often up to 57.1 µM), inactives show at the top dose activity change, negative = inhibition, hits mostly inhibitors; further: potency means the concentration at half of the fitted maximal effect; on the % scale 0 is the no-effect control and ±100 the full control effect; nearly all actives have a fitted effect of over 60% in size; many of its hits are not listed in these tables
Target sequence (Q99714 whole entry, looked up, one chain of several): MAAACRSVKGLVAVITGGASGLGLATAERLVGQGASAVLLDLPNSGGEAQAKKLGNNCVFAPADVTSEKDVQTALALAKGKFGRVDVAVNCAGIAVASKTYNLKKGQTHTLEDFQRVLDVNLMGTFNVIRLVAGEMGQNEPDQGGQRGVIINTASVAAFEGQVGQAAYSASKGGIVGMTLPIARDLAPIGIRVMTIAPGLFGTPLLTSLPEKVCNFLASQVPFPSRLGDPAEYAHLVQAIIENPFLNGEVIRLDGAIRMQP
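Activity measured as NADH fluorescence gain (360/450 nm), taken as the change between first and last reads of a 4-min kinetic run. Conditions: pH 9.0 Tris buffer, 20 nM E. coli-expressed His-tagged enzyme, 1 mM NAD+, 90 uM beta-hydroxybutyryl-CoA; 15-min compound preincubation.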
UbGFP stabilizer: inhibits proteasome, raising ubiquitin-GFP reporter fluorescence; Ubiquitin-GFP reporter cells, proteasome inhibition, GFP fluorescence; response scale: untreated = 0%, 10 µM MG-132 = 100%; Potency, µM (series often up to 45.9 µM), for the others: at the top dose activation (GFP accumulation), usual class: activators; 67,000 tested, under 10 active; active means well fitted activation curve with a large enough effect, not every such curve was filed as active; inconclusive means small, poorly fitted or top-dose-only effect, or another doubt; inactive means no such curve, though single readings can be large or run the other way; further: potency means the concentration at half of the fitted maximal effect
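U2OS Ub(G76V)-GFP reporter; O/N plating, 0.5% FBS; cpd 46 uM–2.9 nM, 4 h, 37 °C; GFP+ cell count, 488/515 nm; norm. to basal vs 10 uM MG-132; CRC fit.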
HBB splicing: alters splicing of the hemoglobin beta chain. HBB splicing reporter cell assay, activation; EGFP reporter with mutant IVS2-654 intron; response scale: normalised to 500 nM splice-correcting PNA. Potency, µM (doses to about 46.1 µM), inactives show at the top dose activation, most hits filed as activators. hit rate 0.06% among 65,000. AID 925; further: potency means the concentration at half of the fitted maximal effect; 0% is about no effect
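HeLa cells stably expressing EGFP interrupted by mutant beta-globin intron 2 (IVS2-654), 500/well in 2% FCS. Treated with compound for 2 days at 37C. Splicing correction scored as total well GFP intensity (488 nm excitation, 500-520 nm emission); 500 nM antisense PNA served as control.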
DNA Pol III inh: blocks replication by bacterial DNA polymerase III holoenzyme | hit rate 0.25% among 71,000 | reconstituted DNA polymerase III holoenzyme replication, biochemical | Potency, µM (titrated, usually from 57.1 µM), without a hit: at the highest dose activity change, negative = inhibition; further: potency means the concentration at half of the fitted maximal effect; on the % scale 0 is the no-effect control and ±100 the full control effect
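Reconstituted *E. coli* holoenzyme (0.35 nM Pol III, 1 nM beta, 154 nM SSB, 2 nM primase) was preincubated with compound for 15 min at RT. Synthesis on 1.4 nM ssM13Gori ran 35 min, then was stopped with PicoGreen/EDTA and read as dsDNA fluorescence.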
GFP derepression: derepresses silenced GFP locus in mouse C127i cells. mouse C127i GFP locus derepression, cytometry, 30 h. hit rate 0.09% among 68,000. Potency, µM (series often up to 46.1 µM), for inactives: at the highest dose GFP derepression (activation); further: % of control where 0% means no effect
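Locus derepression in mouse mammary C127i cells whose integrated CMV-GFP reporter is normally silent; GFP expression after 30 h compound treatment was quantified by counting fluorescent cells.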
USP2a inh: blocks human ubiquitin-specific protease USP2a | O75604 | USP2a enzymatic assay, qHTS inhibition | Potency, µM (highest dose often 38.3 µM), for the others: at the top dose activity change, negative = inhibition, hits mostly inhibitors | hit rate 0.1% among 60,000;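 further: potency means the concentration at half of the fitted maximal effect; nearly all actives have a fitted effect of over 60% in size; plate controls were DMSO for no effect and NEM full inhibition control for full effect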
Target sequence (O75604 whole entry, looked up): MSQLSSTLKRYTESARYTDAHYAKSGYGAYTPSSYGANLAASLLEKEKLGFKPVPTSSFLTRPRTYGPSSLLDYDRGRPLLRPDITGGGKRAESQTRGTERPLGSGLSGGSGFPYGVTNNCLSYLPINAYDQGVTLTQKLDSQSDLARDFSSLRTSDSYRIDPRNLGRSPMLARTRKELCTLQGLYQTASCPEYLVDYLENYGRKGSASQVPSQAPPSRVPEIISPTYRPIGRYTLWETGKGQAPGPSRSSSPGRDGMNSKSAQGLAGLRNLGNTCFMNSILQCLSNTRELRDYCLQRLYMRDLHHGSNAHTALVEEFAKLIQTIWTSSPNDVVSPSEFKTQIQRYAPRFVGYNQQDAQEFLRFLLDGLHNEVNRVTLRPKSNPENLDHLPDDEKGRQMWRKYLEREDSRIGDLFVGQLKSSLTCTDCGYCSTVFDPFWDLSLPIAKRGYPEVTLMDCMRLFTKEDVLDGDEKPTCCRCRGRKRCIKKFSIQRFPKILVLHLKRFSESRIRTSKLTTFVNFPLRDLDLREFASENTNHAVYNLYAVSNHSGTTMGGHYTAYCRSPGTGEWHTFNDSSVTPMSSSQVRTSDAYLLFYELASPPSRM
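Coupled readout: USP2-cleaved Ub-PLA2 (20nM final) turns over NBD C6-HPC (20uM final), Ex 460nm/Em 535nm after 2.5 h, time-zero read flagging artifacts. Enzyme (20nM final, pH 8.0 Tris) given 30 min RT with compound first; NEM defines full inhibition.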
CRE Fsk mod: CRE-bla signaling modulation under forskolin stimulation; CHO CRE-bla reporter (cAMP response element driving beta-lactamase), forskolin EC10, beta-lactamase ratio; Potency, µM (series often up to 38.2 µM), without a hit: at the top dose activity change, negative = inhibition, actives largely listed as activators; hit rate 2.5% among 71,000; active means well fitted activation curve with a large enough effect in the signal ratio, with a control signal flat, not every such curve was filed as active; inconclusive means small, poorly fitted or top-dose-only effect, or effect the other way, or a change in a side signal; the % refers to the signal ratio; further: potency means the concentration at half of the fitted maximal effect; % of control where 0% means no effect
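Cells were plated overnight at 37 °C, exposed to compound titrations plus EC10 NKH 477 for 3 h, then given CCF4 dye for 2 h at room temperature. Blue/green (460/530 nm) ratio was converted to %Activity and AC50 values calculated.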
* hit, by the source's call; ? = inconclusive; . = no result given; & = joins results of further samples; [ ] = another dose, or the depositor's remark. Unless noted, the call rests on the fitted dose curve; in most records, active means well fitted curve in the direction sought with a large enough effect; inconclusive means small, poorly fitted or top-dose-only effect, or another doubt; inactive means no such curve, though single readings can be large; an effect the other way counts as inactive or inconclusive. This is a subset; rates above refer to the full screens.

The line under a structure holds: Hsp90 Hop PPI	BRCT inh green	15-hLO inh	BRCT PPI red	HADH2 inh	UbGFP stabilizer	HBB splicing	DNA Pol III inh	GFP derepression	USP2a inh	CRE Fsk mod
Nc1ccc2ncccc2c1
  -1%	-0.3%	8%	-0.8%	2%	-4%	0.7%[57.5 µM]	-5%	-2%	13%	7%
CCOc1cc(-c2noc(-c3ccncc3)n2)cc(Br)c1OC
  -1%	-1.8%	5%	0.9%	6%	0%	-4.3%	-6%	5%	19%	0%
CN(C)c1ccc(P(=O)(OC2CCCCC2)C(O)c2cccnc2)cc1 (configuration not stated)
  -6%	-1.4%	3%	-0.8%	-7%	.	2.7%[0.369 µM]	-2%	-2%	10%	14%
CC(C)CCNC(=O)CN(C(=O)Cn1nnc(-c2ccc(F)cc2)n1)C1CCCC1
  ?	0.0%	-3%	-1.2%	30%[activator]	3%	-0.2%[57.5 µM]	3%	-2%	15%	-3%
Brc1cccc(-c2nc(-c3ccncc3)no2)c1
  -1%[11 µM]	0.3%	4%[11.4 µM]	-0.4%	8%[11.4 µM]	-9%[9.17 µM]	1.9%[0.0738 µM]	-4%[11.4 µM]	0%	3%[7.66 µM]	31%[7.6 µM]
N#Cc1nc(-c2ccccc2)oc1NCCN1CCCCC1
  -4%	-2.2%	-4%	0.0%	?	-4%	-0.6%	-6%	-3%	9%	21%
CC(/C=C/C=C(C)/C=C/C(=O)O)=C\C=C\C=C(C)\C=C\C=C(C)\C=C\C(=O)O
  0%	-5.1%	?	-3.3%	-20%	.	2.4%	2.5µM*	.	.	?
Cc1cccc(CNc2ncnc3ccc(-c4cccc(C#N)c4)cc23)c1
  -1%	-1.1%	-7%	0.4%	?	-7%	0.4%	-7%	-3%[9.22 µM]	13%	?
O=C(c1cc(C(F)(F)F)cc(C(F)(F)F)c1)N1CCC[C@@]2(CCN(c3ccccn3)C2)C1
  -5%	1.0%	-14%	0.0%	-12%	-8%	0.3%	-6%	0%[9.22 µM]	-25%	2%
Cc1ccc(S(=O)(=O)NC(CC(=O)N2CCc3ccccc32)c2ccco2)cc1 (configuration not stated)
  0%	3.2%	-16%	-4.3%	-2%	2%	-0.8%	-4%	10%	9%	-19%
O=C(c1ccco1)N1CCN(c2cc(C(F)(F)F)nc3ncnn23)CC1
  -2%	0.7%	7%	-1.1%	0%	2%	0.3%	2%	3%	-5%	-3%
COc1cc(NC(=O)C2CCCCC2)c(OC)cc1NC(=O)CCC(=O)NCc1ccco1
  1%	-2.5%	0%	0.5%	12%	4%	-0.2%[57.5 µM]	4%	1%	1%	-6%
COC1=C(OC)c2ccccc2C(C(=O)O)N/C1=C(/C)Nc1ccncc1 (configuration not stated)
  -5%	1.6%	-14%	0.0%	7%	0%	-3.9%	-3%	2%	18%	15%
CC(=O)N(C)c1ccc(NS(=O)(=O)Cc2ccccc2)cc1
  -1%	0.4%	?	-1.3%	?	10%	-0.1%	0%	0%	5%	5%
O=C(O)[C@H]([C@H]1NCCS1)N1C(=O)c2ccccc2C1=O
  -2%[11 µM]	-2.9%[15.4 µM]	3%[11.4 µM]	-2.6%[15.4 µM]	-6%[11.4 µM]	-2%[9.17 µM]	1.7%[9.22 µM]	-4%[11.4 µM]	-3%[9.22 µM]	.	-1%[7.6 µM]
COc1ccc2cc(CN(Cc3cccnc3)S(=O)(=O)c3ccccc3)c(=O)[nH]c2c1
  -2%	1.4%	6%	-1.0%	23%	0%	-0.4%[57.5 µM]	-8%	3%	17%	3%
CCOC(=O)N1CCN(C(=O)CN(C2CCCCC2)S(=O)(=O)c2ccc(F)cc2)CC1
  -3%	-2.9%	?	-0.3%	3%	9%	-0.8%	1%	0%	15%	-10%
c1ccc(-c2nc(C3CCCCC3)no2)cc1
  -3%	-2.8%	6%	0.0%	2%	-3%	-1.7%	0%	-2%	-4%	-2%
NC1=CC(=O)c2cccc3cccc1c23
  -18%	-8.8%	5µM*	-2.3%	?	-2%	1.0%	-6%	-1%	37%[activator]	?
COc1ccc2nc(NCCO)[nH]c2c1
  -1%	-1.2%	7%	0.2%	-3%	-3%	.	4%	1%	5%	2%
COc1ccccc1N1CCN(Cc2ccco2)CC1
  -2%	-0.9%	-6%	0.8%	-14%	2%	0.5%	2%	0%	-5%	?
COC(=O)[C@@]1(Cc2ccc(OC)cc2)[C@H]2c3cc(C(=O)N4CCCC4)n(CCN4CNCC4=O)c3C[C@H]2CN1C(=O)c1ccccc1
  1%	-6.1%	.	-2.1%	5%	.	0.7%	6%	.	.	-14%
CCS(=O)(=O)N1CCCC(C(=O)NCCc2ccc(OC)c(OC)c2)C1 (configuration not stated)
  0%	-2.2%	-4%	0.8%	-1%	-7%	0.2%	-2%	-1%	0%	-16%
O=c1c(-c2ccc(Cl)cc2)nc2cncnc2n1Cc1ccccc1
  -7%	-2.5%	-17%	-3.2%	-1%	6%	0.8%	-1%	11%[9.22 µM]	107%[activator]	13µM*
Cc1[nH]c(=S)[nH]c(=O)c1Cc1ccccc1
  0%	-0.5%	0%	1.0%	-23%	10%	0.2%	-6%	2%	15%	-8%
CCOc1ccc(OCC)c(NC(=O)CSc2nnc(-c3cccnc3)o2)c1
  0%	-3.5%	-1%	-1.5%	-10%	2%	.	-1%	-2%	1%	11%
O=C(Nc1ccc2oc(Cc3ccc(Cl)cc3)nc2c1)c1cccnc1
  0%	1.4%	4%	0.8%	2%	-1%	-0.1%	5%	2%	34%[activator]	6%
CCn1ccnc1C[C@@H]1COc2ccccc2O1
  -1%&-7%	-1.1%&-2.2%	-17%[25.6 µM]	1.0%&-1.0%	3%&15%	3%&-8%	1.6%	-3%&-10%	-1%&-2%	0%	-20%&5%
CN(C)Cc1cc(C(C)(C)C)c(O)c(C(C)(C)C)c1
  0%	-2.0%	-10%	0.2%	-6%	4%	-1.6%	-3%	-4%	4%	1%
O=S(=O)(c1ccccc1)N1CCC2(CC1)CN(c1ccccc1)C2
  -2%	-1.6%	-2%	-1.0%	7%	5%	2.9%	-3%	0%[9.22 µM]	105%[activator]	-6%
CCS(=O)(=O)NCC(c1cccnc1)N1CCN(c2ccccc2OC)CC1 (configuration not stated)
  -5%	-0.7%	1%	-0.7%	5%	-10%	-0.4%	-1%	.	.	-13%
COCc1nnc(NC(=O)c2sc3ccccc3c2Cl)s1
  -3%	2.5%	-9%	0.7%	?	6%	-1.0%	-5%	-2%	-10%	-8%
CC(C)(C)OC(=O)N[C@@H](Cc1ccccc1)c1nnc(SCC(=O)O)o1
  -1%	-3.9%	11%	-1.6%	5%	.	-2.2%[0.369 µM]	-4%	-2%	5%	1%
COc1ccc(S(=O)(=O)C(C#N)c2nc3ccccc3nc2N2CCC(C)CC2)cc1 (configuration not stated)
  -7%	-4.1%	-12%	-2.1%	-6%	0%	0.3%[57.5 µM]	0%	2%	9%	?
C[C@@H]1O[C@H](O[C@@H]2[C@@H](Oc3cc(O)c4c(c3)O[C@H](c3ccc(O)cc3)CC4=O)O[C@@H](CO)[C@@H](O)[C@H]2O)[C@@H](O)[C@H](O)[C@@H]1O
  3%[26 µM]	-5.2%[34.4 µM]	8%[25.6 µM]	-1.3%[34.4 µM]	1%[25.6 µM]	6%[20.5 µM]	4.0%[20.6 µM]	-5%[25.6 µM]	-1%[20.6 µM]	-4%[17.1 µM]	0%[17.1 µM]
Cc1cc(C)nc(SCc2nnc(SCC(=O)OC3CCCCC3)o2)n1
  ?	-0.3%	8%	-2.5%	0%	1%	1.8%	1%	1%	0%	?
